Compound activity as filed in PubChem BioAssay.
MT stabilize HCS – microtubule stabilizers in HeLa cells; % tubulin-high responders, % at 10 µM; HeLa tubulin immunostaining HCS, 24 h; share of cells brighter than vehicle mean+2SD; 200,000 tested, 0.83% active;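 active = plate Z-score above 3 for both tubulin-high and condensed-nucleus cell shares, with cell loss under 80%, at 10 µM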;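 also: anti alpha tubulin signal scored within the nucleus-defined area of each cell; some results filed as inactive read as strong as hits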
TNAP activators – stimulation of alkaline phosphatase TNAP activity – biochemical, luminescent, no phosphate acceptor, uHTS, primary screen (AID 1001) | purified TNAP, luminescent activation assay, no phosphate acceptor; higher activation fold means a stronger effect | activation fold at 20 µM, or EC50 in µM where a hit was titrated | 200,000 tested, 0.03% active; in the data active = activation fold from about 3, or a potency from the dose series; inactive = the rest, 99 in 100 with activation fold below about 1.6; also: many of its hits are not listed in these tables
Lipid droplet – modulators of hepatic lipid droplet formation. AML12 mouse hepatocytes, oleate lipid droplets, BODIPY imaging. inhibition, % at 6.5 µM. 240,000 tested, 0.4% active. AID 1656;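 active = lipid droplet intensity inhibited by at least 50%, with more than 500 cells counted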
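Material: mouse AML12 hepatocyte cell line, fixed after treatment; Timing: compound with oleate, overnight; Technique: high-content imaging of BODIPY-stained droplets and DAPI nuclei; Probe or stimulus: oleate, 100 µM final; Dosing: compound at 6.5 µM only.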
Myeloid diff MLP – myeloid differentiation induction. ER-HoxA9 myeloid progenitors, lysozyme-GFP differentiation, flow cytometry. calls only at 10 µM. 360,000 tested, 1% active. AID 624256;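 active = normalized GFP-positive differentiation at or above the plate's own cutoff, the solvent-only control mean plus 3 SD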;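 also: cells exposed to compound for four days before flow analysis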
PMI inhibitors – MPI enzyme activity inhibition – biochemical, fluorescence intensity, coupled assay, primary screen (AID 1209); purified PMI enzyme, coupled fluorescence intensity; higher % means a stronger effect; one-dose inhibition, % at 20 µM; IC50 in µM for titrated hits; 190,000 tested, 0.42% active; in the data active = inhibition above about 50%;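 also: plate controls were DMSO vehicle for no effect and wells lacking substrate for full effect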
Dynein cargo inh – dynein cargo transport inhibition; z-score, hits read low; 220,000 tested, 0.47% active; 3617.4 mouse cells, GR-EGFP nuclear translocation imaging; test concentration mostly 20 µM; stimulated with dexamethasone, 1 µM; active compounds read low;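 active = plate z-score of nuclear minus cytoplasmic receptor signal below a set negative limit, without overly bright fluorescence or cell loss, cut at about -3.5 in these data, passing the limit was not always enough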;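 also: z-score of nuclear minus cytoplasmic ring GR-EGFP intensity difference per well; some compounds called inactive have numbers as strong as hits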
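Buffer or medium: Induction medium lacking tetracycline, stripped serum | Also added: Dexamethasone agonist, 1.0 µM final, for 30 min | Timing: 48 h induction, 1 h compound, 30 min dex at 37 °C | Detection: Formaldehyde fixation, Hoechst nuclear stain, 10x automated fluorescence imaging | Measure: Nuclear versus cytoplasmic GR-EGFP signal, averaged per well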
bCat nuc transl – alters nuclear translocation of beta-catenin in HeLa cells. immunofluorescence imaging. nuclear translocation activity, % at 5 µM. AID 1665. 190,000 tested, 0.3% active;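 active = nuclear translocation activity above 50% at 5 µM, with a well cell count of 50 or more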;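 also: per-cell ratio of nuclear to cytoplasmic median beta-catenin stain intensity; plate controls were DMSO negative control for no effect and GSK-3 inhibitor IX positive control for full effect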
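Test system: human HeLa cell line; Doses: 5 µM primary, 0.02–20 µM confirmation; Incubation: 24 h compound exposure, 37°C; Detection: beta-catenin immunofluorescence imaging with DAPI; Read-out: beta-catenin nuclear/cytoplasmic ratio, % activation.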
T cell HTS – T cell immune modulators affecting CD8 T cell-vesicle binding; 2C CD8+ T cell-vesicle binding, flow cytometry; active compounds read low; calls only at 7 µM; 330,000 tested, 0.068% active; AID 2052;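 active = response, share of CD8 T cells binding vesicles, and their 90th percentile fluorescence all below set limits, cut at about 80% in these data, passing the limit was not always enough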
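incubation = binding step 1.5 h, 37 °C, antibody labelling 20 min, ice | test system = 2C mouse CD8+ T cells | read-out basis = percent CD8+ FL2 mean versus row control | controls = Peptide-free naked vesicles (low) and QL9 vesicles with 0.7% DMSO vehicle (high) | detection = flow cytometry of vesicle-bound cells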
Ins promoter up – MIN6 insulin promoter up-regulation; MIN6 insulin promoter-GFP reporter, high-content imaging; active compounds read high; z-score at 5 µM; 190,000 tested, 0.3% active; AID 1625;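 active = z-score above 3 at 5 µM with at least 500 cells counted in the well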
Dynein cargo inh cytoplasmic EGFP – also measured in Dynein cargo inh; calls as there; z-score; measured here: cytoplasmic GR-EGFP intensity; active compounds read high
Dynein cargo inh nuclear GR-EGFP – second read-out of Dynein cargo inh, no call of its own (marks repeat the call); z-score; measured here: nuclear GR-EGFP intensity;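 lower value marks the stronger effect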
Dynein cargo inh cell count – recorded beside Dynein cargo inh, whose call it bears; z-score; measured here: cell count per field
Ins promoter up cell count – recorded beside Ins promoter up, whose call it bears; cell count; measured here: cytotoxicity, nuclei count;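 total cells summed across four imaged fields per well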
Lipid droplet cells 6.5 µM – further read-out of Lipid droplet, marked with its call; cell count; measured here: cell count, cytotoxicity flag;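 cells counted across two imaged fields per well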
bCat nuc transl cell count 5 µM – also measured in bCat nuc transl; calls as there; cell count; measured here: cell count, cytotoxicity flag
T cell HTS vesicle-bound % – further read-out of T cell HTS, marked with its call; double positive events, %; measured here: CD8+ vesicle-bound cell fraction;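 binding gate set so that unloaded-vesicle control wells show 10% double positive cells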
MT stabilize HCS Hoechst-high % – second read-out of MT stabilize HCS, no call of its own (marks repeat the call); % Hoechst-high responders; measured here: nuclear condensation Hoechst responders;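 share of cells brighter than vehicle mean plus two SD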
MT stabilize HCS cytotoxicity % – also measured in MT stabilize HCS; calls as there; toxicity, %; measured here: cytotoxicity by cell density;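 0% = mean cell density of plate MIN control wells and 100% = no cells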
Myeloid diff MLP GFP+ MAC1+ % – also measured in Myeloid diff MLP; calls as there; GFP+ MAC1+ double positive, %; measured here: differentiation confirmed by MAC1 staining
An asterisk follows results filed as active; i = inactive; / = not tested or not shown; + = active, no number.

SMILES	MT stabilize HCS	MT stabilize HCS Hoechst-high %	MT stabilize HCS cytotoxicity %	TNAP activators	Lipid droplet	Lipid droplet cells 6.5 µM	Myeloid diff MLP	Myeloid diff MLP GFP+ MAC1+ %	PMI inhibitors	Dynein cargo inh	Dynein cargo inh cytoplasmic EGFP	Dynein cargo inh nuclear GR-EGFP	Dynein cargo inh cell count	bCat nuc transl	bCat nuc transl cell count 5 µM	T cell HTS	T cell HTS vesicle-bound %	Ins promoter up	Ins promoter up cell count
CCOC(=O)c1ccc(-c2ccc(C(=O)Nc3cccnc3)o2)cc1	26.6	5.9	35.8	1.1	/	/	i	0.3	-3.8%	-0.082	-0.202	-0.0525	0.121	56.9*	659*	i	40.0	-0.21	1198
O=C1C(Cl)=C(NCCCO)C(=O)c2ccccc21	1.4	0.8	5.8	0.9	-11.1	744	i	1.1	11.1%	-0.177	0.295	0.404	-0.614	-2.2	1151	i	29.9	-0.64	929
O=C(CNC(=O)Cc1ccccc1)NCC(=O)OCC(=O)c1cccc2ccccc12	2.8	1.1	4.4	1.1	-0.9	796	i	0.9	6.7%	-1.11	-0.215	-0.00697	1.22	-4.0	1222	i	28.1	-0.24	889
COCCNC(=O)c1ccc2c(c1)NC(=O)CS2	2.2	2.4	4.0	1	/	/	i	1.5	19.7%	-0.497	-0.199	-0.129	0.712	-4.0	909	i	38.3	2.1	1331
CN(C)/C=N/c1c(C#N)cnn1C	1.7	1.1	3.3	1.1	-3.1	655	i	0.0	11.8%	1.38	-0.257	0.828	-0.417	-0.5	904	i	45.7	-0.08	1447
Cc1cc(C)nc(NC2=NCC(=O)N2c2ccccc2Br)n1	4.8	2.5	7.5	1	1.3	729	i	1.2	-16.8%	1.55	0.0296	1.33	-1.17	-4.1	1161	i	39.7	0.44	1182
CCOc1ccccc1CN1C(=O)c2ccccc2C1C(=O)NC(C)CC (stereo not drawn)	1.6	1.7	11.3	1.1	-2.4	757	i	0.7	-1.2%	0.759	-0.104	0.539	-0.174	-4.5	1208	i	38.5	/	/
Cc1ccc(-n2c(SCCN)nnc2-c2cccc(C)c2)cc1	/	/	/	/	8.1	707	i	0.2	/	-0.456	-0.792	-0.559	-0.157	-1.2	1357	i	42.7	0.2	1010
CN(Cc1cc([N+](=O)[O-])c2cccnc2c1O)C1CCCCC1	3.4	2.4	3.9	1	-16.4	710	/	/	24.1%	-0.649	0.328	-0.00945	-0.0101	0.8	1053	i	33.9	0.09	1327
CNC(=O)CSc1nnc(-c2cnccn2)n1C	2.5	3.3	7.8	1	-3.6	663	i	0.4	1.5%	0.0739	-0.293	-0.0229	0.262	-0.2	1521	i	46.8	0.59	1430
N/C(COc1cccc(Cl)c1)=N\O	/	/	/	/	-2.5	659	i	0.8	/	0.442	-0.227	0.8	-0.00566	-1.6	1351	i	43.7	-0.05	1094
c1cc2nc(C34CC5CC(CC(C5)C3)C4)[nH]c2cn1	3.4	2.5	6.4	1.1	-0.4	678	+	50.4*	0.5%	-0.466	-0.289	0.341	0.453	1.2	481	i	45.3	-0.01	1206
Cn1c(SCC(=O)Nc2ccc3cn[nH]c3c2)nnc1-c1cccs1	4.5	1.9	4.4	1	-23.3	727	i	1.0	9.5%	0.36	-0.217	0.335	-0.662	-2.7	1209	i	7.9	-0.46	1289
CC1=NN(C(C)C)C(=O)C1	2.6	1.5	7.8	1.1	/	/	i	0.6	2.1%	1.69	-0.219	1.74	-0.811	-2.2	1053	i	16.4	0.06	1497
CCN(CC)C(=O)CCNS(=O)(=O)c1ccc(C)cc1	2.7	2.2	5.3	1.1	/	/	i	0.4	8.4%	0.454	-0.173	-0.36	0.0749	-0.4	1299	i	16.4	-0.52	1525
O=C(Nc1ccccc1)Nc1cccc2cccnc12	0.1	1.8	10.8	1.1	31.9	750	i	0.6	17.9%	-0.669	-0.201	-0.381	0.423	-1.7	1111	i	10.8	0.27	1230
COc1ccccc1-c1coc2cc(OCC(=O)OCc3ccccc3)ccc2c1=O	5.7	1.0	4.4	1.1	11.6	599	i	0.3	16.0%	-0.00849	-0.173	0.169	-0.585	-2.0	1097	i	20.3	0.2	1481
O=C(CCn1cnnn1)Nc1cccc(F)c1	3.6	2.4	7.4	1.1	2.5	683	i	0.3	-9.3%	-0.513	-0.263	-0.435	0.639	0.8	1076	i	55.3	0.5	1278
Cc1nonc1OCCNC(=O)C12CC3CC(CC(C3)C1)C2	3.4	3.2	5.4	1.1	-10.9	724	i	0.6	9.0%	-1.12	-0.239	-0.386	1.05	/	/	i	37.6	-0.86	1271
O=C1C2CCCCC2C(=O)N1c1ccc(NC2CCCCC2)c([N+](=O)[O-])c1 (stereo not drawn)	1.9	1.3	3.2	0.9	-7.1	573	i	0.4	26.2%	-0.356	-0.223	-0.117	0.0259	-0.2	1072	i	28.5	1.34	1510

Individual results from the entries so far:
Dynein cargo inh, O=C(CCn1cnnn1)Nc1cccc(F)c1 reads -0.513
Ins promoter up cell count, Cc1ccc(-n2c(SCCN)nnc2-c2cccc(C)c2)cc1 reads 1010
Dynein cargo inh, COCCNC(=O)c1ccc2c(c1)NC(=O)CS2 reads -0.497
Dynein cargo inh cell count, CCOC(=O)c1ccc(-c2ccc(C(=O)Nc3cccnc3)o2)cc1 reads 0.121

Compound profiles, as listed above. Values in the order: MT stabilize HCS | MT stabilize HCS Hoechst-high % | MT stabilize HCS cytotoxicity % | TNAP activators | Lipid droplet | Lipid droplet cells 6.5 µM | Myeloid diff MLP | Myeloid diff MLP GFP+ MAC1+ % | PMI inhibitors | Dynein cargo inh | Dynein cargo inh cytoplasmic EGFP | Dynein cargo inh nuclear GR-EGFP | Dynein cargo inh cell count | bCat nuc transl | bCat nuc transl cell count 5 µM | T cell HTS | T cell HTS vesicle-bound % | Ins promoter up | Ins promoter up cell count
Listed for c1cc2nc(C34CC5CC(CC(C5)C3)C4)[nH]c2cn1 : 3.4 | 2.5 | 6.4 | 1.1 | -0.4 | 678 | + | 50.4* | 0.5% | -0.466 | -0.289 | 0.341 | 0.453 | 1.2 | 481 | i | 45.3 | -0.01 | 1206
Listed for Cn1c(SCC(=O)Nc2ccc3cn[nH]c3c2)nnc1-c1cccs1 : 4.5 | 1.9 | 4.4 | 1 | -23.3 | 727 | i | 1.0 | 9.5% | 0.36 | -0.217 | 0.335 | -0.662 | -2.7 | 1209 | i | 7.9 | -0.46 | 1289

Next section
SMILES	MT stabilize HCS	MT stabilize HCS Hoechst-high %	MT stabilize HCS cytotoxicity %	TNAP activators	Lipid droplet	Lipid droplet cells 6.5 µM	Myeloid diff MLP	Myeloid diff MLP GFP+ MAC1+ %	PMI inhibitors	Dynein cargo inh	Dynein cargo inh cytoplasmic EGFP	Dynein cargo inh nuclear GR-EGFP	Dynein cargo inh cell count	bCat nuc transl	bCat nuc transl cell count 5 µM	T cell HTS	T cell HTS vesicle-bound %	Ins promoter up	Ins promoter up cell count
NCCNc1ccc([N+](=O)[O-])cc1	/	/	/	/	-10.3	675	i	0.8	/	-0.165	-0.16	-0.0313	0.748	1.5	1267	i	40.1	0.23	1091
COc1cccc(NC(=O)COC(=O)c2ccccc2F)c1	7.3	2.6	7.1	1.1	-0.2	605	i	0.6	0.4%	-0.111	-0.273	-0.187	0.445	-1.0	1069	i	24.3	0.07	1488
O=C(COC(=O)/C=C/c1ccco1)Nc1ncc(C(F)(F)F)cc1Cl	5.2	1.6	6.4	0.9	-0.2	652	i	0.2	9.9%	1.39	-0.119	0.698	-0.857	-0.3	1016	i	6.0	0.1	1366
CC(C)Cc1nc(N2CCN(C(=O)Cc3ccccc3)CC2)c(C#N)c2c1COC(C)(C)C2	/	/	/	1.1	/	/	/	/	12.9%	/	/	/	/	-0.6	1135	/	/	-0.03	1344
O=C(Cc1ccccc1)NC1CCN(S(=O)(=O)c2cccc(F)c2)CC1	3.5	3.6	9.3	1.1	/	/	i	0.3	2.1%	-1.09	-0.319	-0.437	0.332	-6.1	870	i	61.7	-0.1	1038
